Assay outcomes as filed in PubChem.
BoNT-A LC inh2: blocks Botulinum neurotoxin A light chain protease; multiplex microsphere protease substrate cleavage, flow cytometry; inhibition, % at 10 µM; 360,000 compounds, 0.17% hits; AID 588499; note: plate controls were buffer without enzyme for full effect and enzyme alone for no effect
PrPC surface inh: inhibitors of human cell surface prion protein PrPC; TR-FRET read-out; inhibition, % at 13.8 µM; 370,000 compounds, 0.43% hits; in the data active = inhibition above about 24%; note: 0% = median of the test wells and 100% = reference compound wells
3CLpro inhibitor: SARS-CoV 3CLpro protease inhibition | P0C6X7 | recombinant SARS-CoV 3CLpro, quenched FRET peptide cleavage | inhibition, % at 6 µM | 290,000 compounds, 0.14% hits | AID 1706; in the data active = inhibition above about 12%
Rv3671c inh: inhibitors of M. tuberculosis serine protease Rv3671c | AID 2606 | P9WHR9 | 320,000 compounds, 0.048% hits | inhibition, % at 5.96 µM; in the data active = inhibition above about 38%;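 note: extracellular domain of Rv3671c used as enzyme; 0% = enzyme with DMSO and 100% = no enzyme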
Target sequence (P9WHR9 whole entry, looked up, the tested form may be a part): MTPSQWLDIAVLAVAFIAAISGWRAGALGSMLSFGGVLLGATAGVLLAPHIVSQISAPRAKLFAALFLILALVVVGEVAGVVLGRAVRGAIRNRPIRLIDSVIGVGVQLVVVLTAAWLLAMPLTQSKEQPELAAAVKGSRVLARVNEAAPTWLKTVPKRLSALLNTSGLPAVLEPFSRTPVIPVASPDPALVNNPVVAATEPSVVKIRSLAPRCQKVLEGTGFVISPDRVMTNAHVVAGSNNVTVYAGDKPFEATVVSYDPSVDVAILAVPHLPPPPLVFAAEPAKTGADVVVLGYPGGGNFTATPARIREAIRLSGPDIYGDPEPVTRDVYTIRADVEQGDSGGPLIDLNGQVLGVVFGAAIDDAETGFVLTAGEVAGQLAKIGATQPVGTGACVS
Anthrax LF prot: anthrax lethal factor protease inhibition; inhibition, % at 10 µM; AID 588501; multiplex microsphere protease cleavage assay, LF; P15917; 360,000 compounds, 0.12% hits; note: plate controls were buffer without enzyme for full effect and enzyme alone for no effect
VHR inh abs: DUSP3 (human) phosphatase inhibition. 290,000 compounds, 0.52% hits. recombinant VHR phosphatase, pNPP absorbance. inhibition, % at 13.3 µM. AID 1654; in the data active = inhibition above about 50%; note: some compounds called inactive have numbers as strong as hits
Target sequence (P51452 whole entry, looked up): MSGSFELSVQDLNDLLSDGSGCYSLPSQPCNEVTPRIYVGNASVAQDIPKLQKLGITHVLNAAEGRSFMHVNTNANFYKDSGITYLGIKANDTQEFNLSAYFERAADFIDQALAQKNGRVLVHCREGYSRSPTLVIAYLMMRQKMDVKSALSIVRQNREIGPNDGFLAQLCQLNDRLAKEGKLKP
PriA SSB inh: K. pneumoniae PriA-SSBct interaction inhibition; AlphaScreen SSBct-PriA binding, biotinylated peptide; inhibition, % at 33 µM; 430,000 compounds, 0.6% hits; in the data active = inhibition mostly above about 37%, no sharp cut-off; inactive = mostly below about 20%;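 note: plate controls were negative control peptide for no effect and reference peptide for full effect; strong numbers were not always called active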
BoNT-F LC inh: blocks Botulinum neurotoxin F light chain protease; Multiplex microsphere protease cleavage assay, flow cytometry; inhibition, % at 10 µM; 360,000 compounds, 0.22% hits; in the data active = inhibition above about 35%, passing the limit was not always enough; inconclusive = no clear call, values can overlap the other calls; note: plate controls were buffer without enzyme for full effect and enzyme alone for no effect
MazF activator: MazEF (E. coli) toxin RNase activation; P0AE70; FAM/BHQ RNA-DNA oligo cleavage fluorescence, 5 h; activation, % at 20 µM; 350,000 compounds, 0.32% hits; in the data active = activation above about 50%
Target sequence (P0AE70 whole entry, looked up): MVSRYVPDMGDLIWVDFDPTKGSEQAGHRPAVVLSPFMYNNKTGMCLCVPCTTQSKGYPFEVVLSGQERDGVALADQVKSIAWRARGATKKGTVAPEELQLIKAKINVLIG
CCHF vOTU inh: CCHFV vOTU protease inhibition. Pep-AMC fluorescence. inhibition, % at 11.5 µM. 370,000 compounds, 0.55% hits. AID 651958; in the data active = inhibition above about 30%; note: 0% = vehicle wells with enzyme and 100% = no enzyme wells
Numbers without * were called inactive; ? = inconclusive; . = no result given; & = joins results of further samples. Cut-off read from the data, not from the text of the source, unless noted: active = inhibition above about 30%; inconclusive = no clear call, values can overlap the other calls; inactive = below that.

Short forms – A = BoNT-A LC inh2; B = PrPC surface inh; C = 3CLpro inhibitor; D = Rv3671c inh; E = Anthrax LF prot; F = VHR inh abs; G = PriA SSB inh; H = BoNT-F LC inh; I = MazF activator; J = CCHF vOTU inh
(1) CCOn1c(=O)c(-c2ccc(OC)c(OC)c2)[n+]([O-])c2ccccc21
  A: -0.3; B: -43; C: 2; D: -4; E: -5; F: 37; G: -7; H: -11; I: -9; J: 12
(2) COc1cccc2c(=O)cc(C)n(CC(=O)Nc3ccc(C)c(C)c3)c12
  A: -0.6; B: 12; C: 0; D: -8; E: -1; F: 2; G: -2; H: 0; I: 1; J: -5
(3) O=C1CC2(CC(c3ccc(Cl)cc3)=NO2)C(=O)N1c1ccccc1 (centres undefined)
  A: -0.5; B: 6; C: 1; D: -8; E: -5; F: 6; G: -6; H: 0; I: 6; J: -3
(4) O=C(COC(=O)c1ccccc1Nc1ccc(SC(F)F)cc1)NC1CC1
  A: 0.1; B: 1; C: 5; D: 0; E: -2; F: 6; G: -11; H: -5; I: 4; J: -1
(5) CC(C)NC(=O)N1c2ccccc2Sc2ccccc21
  A: -2.2; B: 0; C: -3; D: -10; E: 18; F: -6; G: -6; H: -14; I: 7; J: 0
(6) CC(C)C(=O)Nc1ccc(N2CCN(c3ccc(F)cc3)CC2)cc1
  A: -0.6; B: 4; C: 2; D: -6; E: -5; F: 12; G: 6; H: 1; I: 5; J: 4
(7) CC(NC(=O)C1CCN(C(=O)Nc2ccccc2)CC1)c1ccccc1Cl (centres undefined)
  A: -0.3; B: 3; C: .; D: -3; E: 4; F: .; G: -18; H: -3; I: -1; J: 1
(8) CC(=O)N1CC(=O)Nc2ccc(Cl)cc2C1c1ccccc1 (centres undefined)
  A: -1.5; B: 7; C: 3; D: 5; E: -16; F: .; G: -8; H: 8; I: 4; J: 13
(9) NC1=NC(=O)/C(=C/c2ccccc2OS(=O)(=O)c2ccccc2)S1
  A: 0.7; B: 2; C: -6; D: -11; E: 2; F: 7; G: -13; H: 2; I: 14; J: -6
(10) CCOC(=O)c1c(NC(=O)C2CCCN(S(=O)(=O)c3ccccc3)C2)sc2c1CCCC2 (centres undefined)
  A: -1.9; B: -2; C: 0; D: -8; E: -4; F: 5; G: -2; H: -2; I: -7; J: 12
(11) COc1ccc(CCNC(=O)CSc2nc(O)c(CC(C)C)c(=O)[nH]2)cc1OC
  A: 1.2; B: 6; C: 0; D: 0; E: 2; F: -17; G: -10; H: 13; I: 2; J: 8
(12) Cc1cc(N2CCC(C)CC2)nc2cccc(O)c12
  A: 0.2; B: 10; C: 1; D: 3; E: -4; F: 17; G: -4; H: -8; I: 14; J: 9
(13) O=C(C(=O)N1CCc2ccccc2C1)N1CCc2ccccc2C1
  A: .; B: -7; C: 0; D: 7; E: .; F: -1; G: .; H: .; I: .; J: 3
(14) COc1ccc(CCNS(=O)(=O)c2cccc(C)c2)cc1OC
  A: -1.7; B: 4; C: 1; D: 3; E: -2; F: 35; G: -7; H: -4; I: -2; J: -11
(15) S=C(NCc1ccc(Cl)cc1)NCc1ccccn1
  A: 0.7; B: -1; C: 5; D: 4; E: -6; F: -4; G: 4; H: -2; I: 9; J: 12
(16) COc1ccc(/C=C/c2nc(-c3ccccc3)cc(=O)[nH]2)cc1
  A: -0.8; B: -2; C: 4; D: 1; E: -3; F: 17; G: -7; H: -2; I: 11; J: 7
(17) Cc1csc(SCC(=O)NC(=O)NC(C)C)n1
  A: -1.6; B: 4; C: 1; D: -3; E: 8; F: -4; G: -12; H: -11; I: 6; J: 0
(18) Cc1ccccc1NC(=O)CSc1nc2n(n1)CCCCC2
  A: -0.4; B: 5; C: -5; D: 6; E: 0; F: -7; G: 2; H: -2; I: 5; J: -5
(19) CCOc1ccccc1NC(=O)CSC1=C(C#N)C(c2ccco2)C(C(=O)Nc2nc3ccccc3s2)=C(C)N1 (centres undefined)
  A: -0.5; B: 0; C: -1; D: -64; E: -1; F: -12; G: 8; H: -14; I: -7; J: 2
(20) Cc1ccc(C(=O)CC(C(=O)O)n2cncn2)cc1 (centres undefined)
  A: -5.1; B: -3; C: 7; D: .; E: 6; F: 9; G: -16; H: ?; I: 8; J: 4
(21) COc1cc(SC)ccc1C(=O)NCCOc1ccc(F)cc1
  A: 0.1; B: -1; C: 3; D: -3; E: 0; F: -8; G: -32; H: 0; I: -4; J: 6
(22) COc1ccc(NC(=O)CSC2=NCCN2)cc1
  A: -0.3; B: 7; C: -3; D: -1; E: 4; F: 22; G: 4&-4; H: -2; I: 5; J: -4
(23) COc1ccc(-n2nnc3c(SCC(=O)OCc4ccccc4)ncnc32)cc1
  A: 0.0; B: -3; C: 0; D: 4; E: -1; F: 20; G: -2&-3; H: -4; I: 0; J: 1
(24) COc1ccc(C(CC(=O)Nc2nccs2)C(C)C)cc1 (centres undefined)
  A: 3.6; B: 2; C: 3; D: 2; E: -10; F: -20; G: 11; H: 0; I: 4; J: 5
(25) CNCCCCOc1ccc(C(C)(C)C)cc1Cl
  A: -0.6; B: -1; C: 1; D: 3; E: -3; F: 13; G: -8; H: -11; I: 5; J: -2
(26) C/C=C/C(=O)NCCc1ccc(OC)c(OC)c1
  A: -0.3; B: -2; C: -2; D: 2; E: -2; F: 10; G: 2; H: 3; I: -2; J: -7
(27) COCCn1c(SCc2cccc([N+](=O)[O-])c2)nc2ccccc2c1=O
  A: -0.1; B: 3; C: -2; D: 24; E: 1; F: .; G: 13; H: -12; I: 5; J: 0
(28) C=CCN(CC=C)C(=O)c1ccccc1NC(=O)c1ccccc1C
  A: 0.2; B: 7; C: 1; D: -6; E: -1; F: 32; G: -17; H: 9; I: 7; J: 8
(29) CC(C(=O)N1c2ccccc2CC1C)N1CCN(S(=O)(=O)c2ccccc2F)CC1 (centres undefined)
  A: -4.9; B: 4; C: .; D: 4; E: 0; F: .; G: 7; H: -3; I: -14; J: 1
(30) CCn1cc2c(c1-c1cccc(C)c1)c(=O)n(C)c(=O)n2C
  A: -0.3; B: -6; C: 2; D: -9; E: -1; F: 22; G: -3; H: -2; I: 5; J: -5
(31) O=C1CC(N2CC=C(c3ccccc3)CC2)C(=O)N1c1ccc(F)cc1 (centres undefined)
  A: 0.7; B: 2; C: 2; D: -12; E: -13; F: 36; G: -2; H: -6; I: 3; J: 3
(32) CCCCN1C(=O)C(CC(=O)NC(c2ccccc2)c2ccccc2)CC(C(=O)N2CCCCCC2)=C1C (centres undefined)
  A: 0.0; B: -3; C: .; D: .; E: 0; F: .; G: .; H: 1; I: .; J: 3
(33) CCOc1cc([N+](=O)[O-])cc(/C=N/NC(=O)c2c(-c3ccccc3)noc2C)c1O
  A: -1.8; B: .; C: 5; D: 13; E: 6; F: 27; G: .; H: 2; I: 2; J: .
(34) CC1C(O)=C(c2ccccc2)P(=O)(Cc2ccccc2)C1C (centres undefined)
  A: 0.4; B: 0; C: .; D: .; E: -2; F: .; G: .; H: -4; I: .; J: -5
(35) COC(CNC(=O)c1ccc2c(c1)ncn2-c1cccc(F)c1)OC
  A: 0.0; B: 4; C: -1; D: -5; E: 0; F: 27; G: -9; H: -3; I: -3; J: -1
(36) COc1cccc(-n2c(SCC(=O)Nc3ccc4c(c3)CCC4)nc3ccccc3c2=O)c1
  A: 0.0; B: 0; C: -2; D: -61; E: 1; F: 9; G: -15; H: -5; I: -2; J: -4
(37) COc1cccc(CC(=O)OC(C)C(=O)Nc2ccc(Cl)cn2)c1 (centres undefined)
  A: 6.5; B: 8; C: .; D: 10; E: 0; F: .; G: -11; H: 5; I: 9; J: 2
(38) CC(C)(CO)NC(=S)NCc1ccco1
  A: -3.3; B: 12; C: -5; D: -2; E: ?; F: -5; G: -10; H: -26; I: 0; J: -8
(39) CC1(C(=O)NS(=O)(=O)c2ccc3ccccc3c2)CCN1C(=O)Cc1ccc(-c2ccccc2)cc1 (centres undefined)
  A: -0.1; B: 12; C: .; D: .; E: 0; F: .; G: .; H: -2; I: .; J: 18
(40) Cc1cccc2cc(C#N)c(SCC(=O)NCC3CCCO3)nc12 (centres undefined)
  A: 0.7; B: -2; C: -3; D: -1; E: -2; F: 9; G: -7; H: 0; I: 5; J: 12
(41) CCCCn1c(/N=C/c2cc(OC)ccc2O)nc2ccccc21
  A: -0.1; B: 8; C: -6; D: 1; E: -4; F: 4; G: .; H: ?; I: 5; J: 4
(42) O=c1[nH]c(/C=C\c2cccs2)nc(O)c1[N+](=O)[O-]
  A: -1.2; B: -4; C: -1; D: 3; E: -1; F: -9; G: -18; H: -8; I: 7; J: 2
(43) COc1ccc(C(=O)NC2CCN(C(=S)Nc3ccccc3)CC2)cc1
  A: 0.1; B: 9; C: 2; D: 8; E: -6; F: 20; G: 6; H: -4; I: 3; J: -11
(44) CCOC(=O)c1cc2ccccc2n1C1CCN(CCc2ccccc2)CC1
  A: -0.4; B: 10; C: .; D: .; E: 2; F: .; G: .; H: -3; I: .; J: 10
(45) CC(=O)c1ccc(N=Nc2c(C)[nH]n(-c3ccccc3)c2=O)cc1
  A: 0.2; B: 1; C: 4; D: 12; E: 12; F: 7; G: 34; H: ?; I: -2; J: -4
(46) Cc1noc(C)c1COC(=O)CNC(=O)c1ccc(Cl)cc1
  A: -0.5; B: 1; C: 0; D: -4; E: 2; F: 23; G: -3; H: -11; I: -2; J: 1
(47) CC(=O)Nc1ccc2c(c1)nc(CCNC(=O)c1ccccc1)n2C
  A: 1.1; B: 6; C: -4; D: 0; E: -2; F: 5; G: -12; H: 7; I: 4; J: 1
(48) COc1ccc(C(=O)CSc2nnc(-c3cc(C)cc(C)c3)o2)cc1
  A: -0.4; B: 4; C: -1; D: -5; E: 0; F: 25; G: -2; H: -6; I: -3; J: 9
(49) CCCC(C(=O)Nc1ccc(S(=O)(=O)N2CCCC2)cc1)c1ccccc1 (centres undefined)
  A: 1.7; B: 3; C: .; D: -4; E: 0; F: .; G: -6; H: -4; I: 2; J: 0
(50) O=C(CSc1nnc(-c2ccccc2O)n1-c1ccccc1)Nc1cccc(C(=O)O)c1
  A: -1.9; B: 12; C: 1; D: 0; E: -2; F: 11; G: 6; H: -11; I: 5; J: -4
(51) Clc1ccc2nc(C3CCCCC3)c(CC3CCCCC3)n2c1
  A: 0.9; B: 3; C: .; D: .; E: -1; F: .; G: .; H: -5; I: .; J: 6
(52) CCOC(=O)c1c(CN2CCCCC2)oc2ccc(O)cc12
  A: 0.1; B: -6; C: -3; D: 1; E: -2; F: 31; G: -4; H: -1; I: 10; J: 2
(53) COc1ccc(-c2cc(C)no2)cc1S(=O)(=O)NCC1CCN(Cc2cc(C)ccc2C)CC1
  A: 2.3; B: -15; C: -8; D: 0; E: -2; F: 8; G: 13; H: -1; I: 3; J: 10

Ordered by molar mass (smallest number first): part of the list above
Short forms – A = BoNT-A LC inh2; B = PrPC surface inh; C = 3CLpro inhibitor; D = Rv3671c inh; E = Anthrax LF prot; F = VHR inh abs; G = PriA SSB inh; H = BoNT-F LC inh; I = MazF activator; J = CCHF vOTU inh
(45) CC(=O)c1ccc(N=Nc2c(C)[nH]n(-c3ccccc3)c2=O)cc1
  A: 0.2; B: 1; C: 4; D: 12; E: 12; F: 7; G: 34; H: ?; I: -2; J: -4
(41) CCCCn1c(/N=C/c2cc(OC)ccc2O)nc2ccccc21
  A: -0.1; B: 8; C: -6; D: 1; E: -4; F: 4; G: .; H: ?; I: 5; J: 4
(49) CCCC(C(=O)Nc1ccc(S(=O)(=O)N2CCCC2)cc1)c1ccccc1 (centres undefined)
  A: 1.7; B: 3; C: .; D: -4; E: 0; F: .; G: -6; H: -4; I: 2; J: 0

Some of the compounds tested. The share of hits here may be higher or lower than overall.
